# Assay outcomes: PubChem BioAssay, NCI
# NCI-60 one-dose screen, 48 h, at 10 µM unless noted. Numbers give growth in % (100 = growth as untreated, 0 = no growth, -100 = all killed).
# SK-MEL-2 – SK-MEL-2 melanoma. 4.7% of 77,000 active
# MDA-MB-435 – MDA-MB-435 melanoma; 7.8% of 82,000 active; AID 1794794
# UACC-62 – UACC-62 melanoma | 5.4% of 81,000 active
# UACC-257 – UACC-257 melanoma. 4.4% of 78,000 active. AID 1794764
# SK-MEL-28 – SK-MEL-28 melanoma. 4.1% of 81,000 active. AID 1794761
# LOX IMVI – LOX IMVI melanoma; 7.4% of 79,000 active
# MALME-3M – MALME-3M melanoma. 5.8% of 78,000 active. AID 1794766
# SK-MEL-5 – SK-MEL-5 melanoma | 6.4% of 80,000 active
# * marks the source's active call; other numbers are inactive results; x = no result given; & = joins results of further samples; [ ] = dose if it differs, or a comment. The calls were made as follows: active = growth percent below 10; inactive = the rest. Hits appear at their usual frequency; overall some 12% were active at least once.
# Order of results – UACC-62, SK-MEL-2, MDA-MB-435, MALME-3M, LOX IMVI, UACC-257, SK-MEL-28, SK-MEL-5
CCN(CC)C(=O)C1CC=CCC1C(=O)O (configuration not stated)
→ 90, 105, 101, 99, 101, 107, 104, 102
O=C1c2cccc3c(-c4ccc5c(c4)ncn5C4CCCCC4)ccc(c23)C(=O)N1Cc1ccccc1
→ 78, 96, 101, 95, 95, 103, 103, 86
CCOC(=O)CCC(=O)OCC
→ 99, 103, 108, 103, 99, 105, 109, 99
NN1C=C(CCl)Nn2c1nc1c(cnn1-c1ccccc1)c2=O
→ 98, 124, 105, 105, 104, 116, 116, 100
CS(=O)(=O)Nc1ccc(C(=O)NC(C(=O)NO)c2ccc(-c3ccncc3)cc2)cc1 (configuration not stated)
→ 95, 126, 105, 93, 97, 103, 105, 101
C[C@@H](C[C@H](CCO)c1ccccc1)c1ccc2ccccc2c1
→ -76*, -0.2*, -75*, -88*, -95*, x, -79*, -88*
CCOc1ccc(NC(=O)c2ccc[n+](CCc3ccccc3)c2)cc1
→ 100, 91, 114, 85, 95, 96, 110, 102
Cc1nn(-c2ccc(Cl)cc2)c2c1C(c1ccc(F)cc1)C(C#N)=C(N)O2 (configuration not stated)
→ 90, 98, 103, 101, 102, 102, 113, 94
CN(C)c1nc(NCCNS(=O)(=O)c2ccc(C(=O)/C=C/c3ccc(Cl)cc3)cc2)nc(N2CCOCC2)n1
→ 53, 69, -54*, 89, -94*, 71, 77, 46
CCN1CCN(C(=S)SC(SC(=S)N2CCN(CC)CC2)C(=O)c2nnn(-c3ccc(Cl)cc3)c2C)CC1
→ 83, 111, 94, 77, 103, 107, 105, 94
O=C1OC=N/C1=C/c1ccccc1
→ 103, 116, 105, 106, 103, 94, 103, 102
Cn1c(O)c(C(/C=C/c2ccccc2)=Nc2ccccc2N)c(=O)n(C)c1=O
→ 76, 129, 96, 118, 90, 106, 120, 75
O=C(O)CNC(=O)CNC(=O)C(Br)Cc1ccccc1 (configuration not stated)
→ 99, 134, 102, 106, 96, 95, 112, x
N=C(N)N=Nc1ccc(NN=C(N)N)c2ccccc12
→ 102, 104, 115, 146, 103, 105, 113, 138
CC(C)(C)[Si](C)(C)O[C@@H](CCO)C[C@H](CCCc1ccccc1)c1cc2ccccc2s1
→ 80, 77, 99, 95, 88, 98, 107, 96
Cc1cc(N=Nc2cc(S(=O)(=O)O)c3ccccc3c2N)ccc1-c1ccc(N=Nc2cc(S(=O)(=O)O)c3ccccc3c2N)cc1C
→ 124, x, 120, 136, 96, 146, 121, 113
CC(/C=C/c1ccc(Br)cc1)c1ccc(Br)cc1 (configuration not stated)
→ 90, 92, 116, 121, 94, 114, 105, 104
CC(C#N)(c1ccccc1)c1ccccc1
→ 91, 93, 102, 110, 97, 97, 110, 103
O=C(c1nc2ccccc2[nH]1)C1C(c2ccc(Br)cc2)C2CSCN2[C@@]12C(=O)Nc1ccccc12 (some centres not stated)
→ 71, 107, 68, 79, 73, 78, 85, 85
COc1ccccc1NOC(=O)CCOc1ccccc1
→ 88, 106, x, x, 109, 113, 114, 110
CC(C)(C)SC(=S)SCC(=O)c1ccc(F)cc1
→ 67, 67, 67, 67, x, 72, 92, 73
O=C(O)c1cccc2c1C(=O)c1cc([N+](=O)[O-])cc([N+](=O)[O-])c1-2
→ 83, 104, 101, 112, 89, 97, 100, 107
COc1ncc(-c2ccc3ncnc(Nc4cccc(Cl)c4)c3c2)cc1NS(=O)(=O)C1CC1
→ 25, 36, 48, 16, 35, x, 39, 37
CN1CCN(CC#CCOC(=O)CNC(=O)[C@]23CCC(C)(C)C[C@H]2C2=CC[C@@H]4[C@@]5(C)CC[C@H](O)C(C)(C)[C@@H]5CC[C@@]4(C)[C@]2(C)CC3)CC1
→ 90, 95, 101, 92, 81, 95, 104, 89
Cc1ccc2nc(COc3ccc(C(=O)NNC(=S)NC4CCCCC4)cc3)[nH]c2c1
→ 92, 98, 86, 68, 95, 100, 96, 98
CC(=O)OC(Cc1ccccc1)(c1ccccc1)C(C)CN1CCN(C)CC1 (configuration not stated)
→ 89, 118, 94, 93, 91, x, 91, 96
CC(=O)CC(=O)Nc1ccc(C)cc1
→ 100, 112, 118, 113, 102, 112, 108, 108
COc1cc2oc(-c3cccc(C(=O)Nc4ccccc4)c3)cc(=O)c2c(OC)c1OC
→ 70, 85, 91, 87, 67, 95, 92, 65
Cc1ccccc1OC(=O)c1cccc(Cl)c1
→ 105, 103, 113, 97, 98, 111, 113, 103
CC(=O)OC1(C)C=Cc2ccccc2/C1=N/S(=O)(=O)c1ccccc1 (configuration not stated)
→ 94, 97, 129, 106, 95, 94, 151, x
CC(N)c1ccc(Cl)cc1 (configuration not stated)
→ 96, 95, 112, 97, 94, 108, 115, 99
O=C(C1CCCCC1)[C@H]1[C@]2(C(=O)NC3CCCCC32)[C@@H]2CCCN2[C@@]12C(=O)NC1CCCCC12 (some centres not stated)
→ 96[20 µM], 95[20 µM], 102[20 µM], 109[20 µM], 96[20 µM], 107[20 µM], 113[20 µM], 97[20 µM]
NS(=O)(=O)c1ccc(NC(=O)CSc2nc3nc(-c4cccs4)cc(-c4cccs4)c3c(=O)[nH]2)cc1
→ 67, 89, 103, 120, 78, 117, 95, 82
CCn1c(SCC(=O)N2CCN(c3cc4c(cc3F)c(=O)c(C(=O)O)cn4C3CC3)CC2)nnc1-c1cc(OC)c(OC)c(OC)c1
→ 101, 89, 106, 101, 98, 92, 105, 100
N=c1ccn2c(n1)O[C@@H]1[C@@H](O)[C@H](CO)O[C@@H]12
→ 81, 83, 57, 59, 68, 70, 70, x
CN1c2ccccc2SC2C(c3ccccc3)=NOC21 (configuration not stated)
→ 89, 104, 98, 98, 98, 88, 95, 99
N#Cc1c(-c2ccccc2F)cc(-c2cccnc2)[nH]c1=O
→ 96, 117, 101, 103, 80, 110, 107, 106
CCCCCCOCCNc1ccnc(N)n1
→ 103, x, 105, 95, 100, 108, 101, 100
Cc1c(Cl)cccc1NC(=O)CN(CC(C)C)CC(C)C
→ 67, 96, 104, 104, 106, 77, 109, 95
COC(=O)Nc1ccc(-c2nc(-c3cccc(OCCN4CCOCC4)c3)c(-c3ccnc(Br)c3)[nH]2)cc1
→ 54, 77, x, 72, 50, 86, 72, 63
C=CCN(CC=C)C(=O)Nc1cccc2c(NC(=O)N(CC=C)CC=C)cccc12
→ 84, 121, 99, 99, 96, 98, 103, 98
CCn1cc(C(=O)N/N=C/c2ccc(Br)cc2)c(=O)c2cc(F)c(N3CCNC(C)C3)c(F)c21 (configuration not stated)
→ 101, 98, 17, 59, -78*, 104, 91, 82
O=[N+]([O-])c1ccccc1/C=N\Nc1ccccc1
→ 20&19, 107&87, 84&89, 116&99, 53&72, 103&94, 117&115, 89&90
Clc1ccccc1/C=N\N=C(N/N=C\c1ccccc1Cl)N/N=C/c1ccccc1Cl
→ 72, 118, 95, 100, 87, 98, 99, x
O=C(NCCCN1CCOCC1)c1ccc(C(=O)NCCCN2CCOCC2)cc1
→ 100, 106, 100, 110, 101, 105, 108, 99
CCC(C)/C=C(C)/C=C/C(=O)C1C(=O)NC(C(O)c2ccc(O)cc2)C1=O (configuration not stated)
→ 102, 106, 104, x, 97, 106, 108, 111
CCOC(=O)c1cnn(CC(O)CC)c1NC(=O)NCc1ccc(F)cc1 (configuration not stated)
→ 87, 87, 105, 95, 97, 90, 110, 95
Cc1[nH]c2ccccc2c1C(C[N+](=O)[O-])c1cccs1 (configuration not stated)
→ 83, 107, 101, 96, 97, 90, 103, 97
C=C(C)[C@@H]1CC[C@]2(C(=O)Nc3ccccn3)CC[C@]3(C)[C@H](CC[C@@H]4[C@@]5(C)CCC(=O)NC(C)(C)[C@@H]5CC[C@]43C)[C@@H]12
→ 91, 99, 96, 89, x, 99, 101, 92
Cc1cc(N2CCCC2)nc(NC2CCCC(Nc3ccnc4cc(Cl)ccc34)C2)n1 (configuration not stated)
→ -80*, -88*, -93*, -80*, -94*, -84*, -77*, x
O=C(Nc1ccc(N2CCNCC2)cc1)c1[nH]ncc1Nc1ncnc2sc3c(c12)CCC3
→ -85*, 4.2*, -94*, -76*, -91*, 26, -85*, -97*
C=CCOC(=O)c1ccccc1
→ 103&104, 89, 103&98, 104&89, 101&102, 80&99, 110&105, 99&99
CC(C)CNCCOC(=O)c1ccc([N+](=O)[O-])cc1
→ 101, 116, 97, 110, 104, 104, 111, 98
O=[N+]([O-])CC(O)c1ccc2ccccc2n1 (configuration not stated)
→ 104, 97, 102, 84, 89, x, 101, 101
COc1cc(/C=C2\C=C(c3ccccc3)N(CCc3ccccc3)C2=O)cc(OC)c1OC
→ 56, x, 89, 50, 58, 88, 84, 58
COc1ccc(-c2cc(-c3nnc(SCC(=O)Nc4ccc(C(C)=O)cc4)n3-c3ccccc3)c3ccccc3n2)cc1OC
→ 111, 98, 105, 97, 98, 87, 113, 109
OCc1ccc2ccccc2n1
→ 92, 101, 117, 111, 90, 108, 105, 101
Nc1nonc1-c1nc2ccc(F)cc2[nH]1
→ 100, 123, 98, 105, 101, 113, 113, 96
O=C(CSc1nnc(COc2cnc3ccccc3n2)o1)Nc1ccccc1Cl
→ 106, 107, 97, 107, 103, 113, 102, 105
CCCCC(CCc1ccccn1)C(=O)c1ccccc1 (configuration not stated)
→ 107, 116, 111, 119, 96, 123, 108, 103

# (list continues)
# Order of results – UACC-62, SK-MEL-2, MDA-MB-435, MALME-3M, LOX IMVI, UACC-257, SK-MEL-28, SK-MEL-5
CCOC(=O)c1c(C)oc2ncnc(N3CCN(C(=O)COc4ccc(Cl)c(Cl)c4)CC3)c12
→ 81, 92, 102, 105, 88, 99, 100, x
CN1C(=O)N(C)C2Nn3c(s/c(=C\c4ccc([N+](=O)[O-])cc4)c3=O)=NC21 (configuration not stated)
→ 97, 115, 94, 101, 95, 96, 106, 106
CCCN(CCC)CC(C)(C)C=O
→ 110, 100, 101, 97, 98, x, 126, 100
O=C(CN1CCN(c2cc3c(cc2F)c(=O)c(C(=O)O)cn3C2CC2)CC1)Nc1nnc(-c2ccccc2)s1
→ 94, 96, 102, 104, 76, 86, 100, 94
CNS(=O)(=O)Oc1ccc(-c2sc3cc(OS(=O)(=O)NC)ccc3c2C(=O)c2ccc(OCCN3CCCCC3)cc2)cc1
→ 75, 84, 70, 58, 33, 70, 79, 50
O=C(/C=C/c1ccc(Cl)cc1)c1c(O)c2ccccc2oc1=O
→ 97, x, 98, 102, 96, 97, 106, 107
CC(=O)C[n+]1cc2ccccc2c2ccccc21
→ 94, 117, 110, 105, 104, 107, 111, 104
Nc1c(S(=O)(=O)O)cc(Br)c2c1C(=O)c1ccccc1C2=O
→ 104&108, 92, 115&105, 116&98, 103&102, 83, 113&109, 91&100
Cc1ccc(-n2cnc3c(=O)[nH]cnc32)cc1
→ 96, 108, 109, 156, 114, 107, 107, x

# 19 entries out of the list, ordered by molar mass, lowest first:
# Order of results – UACC-62, SK-MEL-2, MDA-MB-435, MALME-3M, LOX IMVI, UACC-257, SK-MEL-28, SK-MEL-5
CC(N)c1ccc(Cl)cc1 (configuration not stated)
→ 96, 95, 112, 97, 94, 108, 115, 99
CCCCCCOCCNc1ccnc(N)n1
→ 103, x, 105, 95, 100, 108, 101, 100
N=C(N)N=Nc1ccc(NN=C(N)N)c2ccccc12
→ 102, 104, 115, 146, 103, 105, 113, 138
COc1ccccc1NOC(=O)CCOc1ccccc1
→ 88, 106, x, x, 109, 113, 114, 110
CC(C)(C)SC(=S)SCC(=O)c1ccc(F)cc1
→ 67, 67, 67, 67, x, 72, 92, 73
O=C(/C=C/c1ccc(Cl)cc1)c1c(O)c2ccccc2oc1=O
→ 97, x, 98, 102, 96, 97, 106, 107
NN1C=C(CCl)Nn2c1nc1c(cnn1-c1ccccc1)c2=O
→ 98, 124, 105, 105, 104, 116, 116, 100
CCOc1ccc(NC(=O)c2ccc[n+](CCc3ccccc3)c2)cc1
→ 100, 91, 114, 85, 95, 96, 110, 102
CC(=O)OC1(C)C=Cc2ccccc2/C1=N/S(=O)(=O)c1ccccc1 (configuration not stated)
→ 94, 97, 129, 106, 95, 94, 151, x
CCC(C)/C=C(C)/C=C/C(=O)C1C(=O)NC(C(O)c2ccc(O)cc2)C1=O (configuration not stated)
→ 102, 106, 104, x, 97, 106, 108, 111
Nc1c(S(=O)(=O)O)cc(Br)c2c1C(=O)c1ccccc1C2=O
→ 104&108, 92, 115&105, 116&98, 103&102, 83, 113&109, 91&100
C=CCN(CC=C)C(=O)Nc1cccc2c(NC(=O)N(CC=C)CC=C)cccc12
→ 84, 121, 99, 99, 96, 98, 103, 98
CC(C)(C)[Si](C)(C)O[C@@H](CCO)C[C@H](CCCc1ccccc1)c1cc2ccccc2s1
→ 80, 77, 99, 95, 88, 98, 107, 96
Clc1ccccc1/C=N\N=C(N/N=C\c1ccccc1Cl)N/N=C/c1ccccc1Cl
→ 72, 118, 95, 100, 87, 98, 99, x
COc1ncc(-c2ccc3ncnc(Nc4cccc(Cl)c4)c3c2)cc1NS(=O)(=O)C1CC1
→ 25, 36, 48, 16, 35, x, 39, 37
O=C1c2cccc3c(-c4ccc5c(c4)ncn5C4CCCCC4)ccc(c23)C(=O)N1Cc1ccccc1
→ 78, 96, 101, 95, 95, 103, 103, 86
CNS(=O)(=O)Oc1ccc(-c2sc3cc(OS(=O)(=O)NC)ccc3c2C(=O)c2ccc(OCCN3CCCCC3)cc2)cc1
→ 75, 84, 70, 58, 33, 70, 79, 50
CN1CCN(CC#CCOC(=O)CNC(=O)[C@]23CCC(C)(C)C[C@H]2C2=CC[C@@H]4[C@@]5(C)CC[C@H](O)C(C)(C)[C@@H]5CC[C@@]4(C)[C@]2(C)CC3)CC1
→ 90, 95, 101, 92, 81, 95, 104, 89
CCn1c(SCC(=O)N2CCN(c3cc4c(cc3F)c(=O)c(C(=O)O)cn4C3CC3)CC2)nnc1-c1cc(OC)c(OC)c(OC)c1
→ 101, 89, 106, 101, 98, 92, 105, 100
